# Assay outcomes (PubChem BioAssay)
# LmPK inhibitor: qHTS Assay for Inhibitors of Leishmania Mexicana Pyruvate Kinase (LmPK); Q27686; purified LmPK, Kinase-Glo ATP luminescence, 1 h; Potency, µM (doses to about 57.5 µM), for inactives: at the top dose activity change, negative = inhibition, usual class: inhibitors; 290,000 tested, 0.37% active
# Target sequence (Q27686 whole entry, looked up): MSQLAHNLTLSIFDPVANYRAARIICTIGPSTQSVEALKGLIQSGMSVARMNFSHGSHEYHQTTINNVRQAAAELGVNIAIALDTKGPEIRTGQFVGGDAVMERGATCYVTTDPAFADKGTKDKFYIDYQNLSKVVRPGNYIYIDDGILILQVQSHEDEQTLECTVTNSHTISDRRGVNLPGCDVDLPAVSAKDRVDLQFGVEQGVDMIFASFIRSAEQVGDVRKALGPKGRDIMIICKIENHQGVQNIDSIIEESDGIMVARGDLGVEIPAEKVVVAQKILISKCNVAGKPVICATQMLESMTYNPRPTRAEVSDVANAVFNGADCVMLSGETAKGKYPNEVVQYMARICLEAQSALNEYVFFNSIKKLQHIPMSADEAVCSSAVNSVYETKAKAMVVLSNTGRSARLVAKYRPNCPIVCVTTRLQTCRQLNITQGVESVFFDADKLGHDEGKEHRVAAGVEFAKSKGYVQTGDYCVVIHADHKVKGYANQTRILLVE
#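 In 50 mM imidazole pH 7.2 with 7 mM MgCl2, LmPK (0.1 nM) turned over PEP (0.5 mM) and ADP (0.1 mM) for 1 h at room temperature. Luciferase read-out of ATP.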
# TbPYK inhibitor: qHTS of Trypanosoma Brucei Inhibitors | Potency, µM (highest dose often 76.8 µM), inactives show at the highest dose activity, negative = inhibition, hits mostly inhibitors | TbPYK enzyme, Kinase-Glo Plus ATP luminescence, 45 min | 410,000 tested, 0.12% active; further: nearly all actives have a fitted effect of over 50% in size
#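 T. brucei PYK with substrate was exposed to pin-transferred compounds across a concentration series, then started with 130 uM ADP (final). After 45 min at room temperature, Kinase-Glo Plus luminescence was read, normalized and curve-fitted.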
# Sm TGR inh: qHTS Assay for the Inhibitors of Schistosoma Mansoni Peroxiredoxins. Potency, µM (top dose mostly 114 µM), for the others: top-dose activity change, negative = inhibition, usual class: inhibitors. purified TGR, DTNB reduction, TNB absorbance 405 nm. 360,000 tested, 3% active. AID 485364, 2010; further: nearly all actives have a fitted effect of over 60% in size
#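 TGR 20 nM + NADPH 100 uM (dispensed conc.), cpd preinc 15 min RT; start with NADPH (500 uM addition) then DTNB (15 mM addition). Kinetic TNB absorbance, 405 nm filter. Four-parameter Hill fit across titration.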
# HCV inhibitor: qHTS Assay for Inhibitors of Hepatitis C Virus (HCV) | Huh7.5.1 HCVcc-Cre infection, luciferase reporter, 44 h | Potency, µM (doses to about 41.8 µM), for inactives: top-dose activity change, negative = inhibition, hits mostly inhibitors | 340,000 tested, 3.4% active | AID 651820, 2012
#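 Cells seeded at 1,000/well and cultured 4 h, then compounds added followed by HCVcc-Cre virus (~0.5 moi). After 44 h further culture, luciferase substrate was added, plates held 15 min at room temperature, and luminescence read for 15 sec.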
# Pf growth 96h: Primary qHTS for delayed death inhibitors of the malarial parasite plastid, 96 hour incubation. 320,000 tested, 6.9% active. Potency, µM (highest dose often 28.7 µM), inactives show top-dose activity change, negative = inhibition, hits mostly inhibitors. P. falciparum luciferase reporter growth, 96 h
#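 P. falciparum expressing integrated firefly luciferase grown in erythrocytes (2% hematocrit, 0.05% parasitemia final) with compounds for 96 hours at 37 C, 5% CO2. Growth inhibition read as loss of luminescence after adding luciferase detection reagent.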
# Pf growth 48h: Primary qHTS for delayed death inhibitors of the malarial parasite plastid, 48 hour incubation; P. falciparum luciferase growth in erythrocytes, 48 h; Potency, µM (top dose mostly 28.7 µM), without a hit: at the top dose activity change, negative = inhibition, most hits filed as inhibitors; 310,000 tested, 5.9% active
#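 In quantitative HTS format, infected erythrocytes bearing luciferase-reporter parasites were treated for a single generation at 37 C. Luminescence after adding detection reagent served as the growth measure.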
# Numbers without * were called inactive; ? = inconclusive; / = no result given; & = joins results of further samples; [ ] = another dose, or the depositor's remark. The call rests on the fitted dose curve; in most records, active means well fitted curve in the direction sought with a large enough effect; inconclusive means small, poorly fitted or top-dose-only effect, or another doubt; inactive means no such curve, though single readings can be large; an effect the other way counts as inactive or inconclusive. On the % scale 0 is the no-effect control and ±100 the full control effect; potency means the concentration at half of the fitted maximal effect.
item	Structure	LmPK inhibitor	TbPYK inhibitor	Sm TGR inh
1	CCN(CC(=O)NCc1ccc(Cl)cc1)C(=O)CSCC(=O)Nc1ccc(OC)cc1	/	-1%	-7%
2	S=c1[nH]nc(-c2ccc(Cl)cc2Cl)n1Cc1ccccc1	?	-27%	6%
3	O=C(CSc1nc2c(cnn2-c2ccc(F)cc2)c(=O)[nH]1)N1CCCCCC1	0%	2%	2%
4	CCn1ccnc1CN(C)Cc1nc(-c2cccc(Cl)c2)no1	-7%	0%	-6%
5	Cc1ccc(C(=O)OC(C)C(=O)NC(C)CCc2ccccc2)o1 (stereo unspecified)	/	-8%	-29%
6	CCN1CCCC1CNC(=O)C1c2ccccc2C(=O)N(CCOC)C1c1ccc(F)cc1 (stereo unspecified)	1%	6%	4%
7	COc1ccc(CN(C)C(=O)COC(=O)c2ccc3c(c2)OCO3)cc1OC	2%	-2%	2%
8	COc1cc(SC)ccc1C(=O)Nc1ccc(Br)cn1	?	1%	2%
9	CCN(CC)C(=O)CSc1nnc(-c2ccccc2)n1N	-5%	0%	-35%
10	O=C(N/N=C/c1cc(Br)ccc1OC(=O)c1ccc(Br)cc1)c1ccncc1	0%	6%	0%
11	CC(NC(=O)c1ccc2c(c1)OCO2)c1ccccc1 (stereo unspecified)	6%	1%	-6%
12	Cn1c(CC(=O)Nc2ccccc2F)nnc1SCC(=O)N1CCOCC1	-6%	1%	0%
13	O=C(CCNc1cc(Cl)cc(Cl)c1)c1cccs1	2%	0%	?
14	O=C(Cn1ccc(NC(=O)OCc2ccccc2)nc1=O)NCCCN1CCCC1=O	/	3%	-24%
15	CCOc1cccc(C2c3c(oc4ccccc4c3=O)C(=O)N2c2ccccn2)c1 (stereo unspecified)	2%	/	-4%

item	HCV inhibitor	Pf growth 96h	Pf growth 48h
1	-1%	-1%	?
2	-4%	0%	43%[activator]
3	1%	25%	3%
4	-7%	5%	61%[activator]
5	23%	-1%	8%
6	2%	10%	?
7	5%	-1%	/
8	?	290%[activator]	-45%
9	9%	-4%	16%
10	3.2µM*	15%	1.7µM*
11	-2%	6%	-11%
12	12%	-9%	33%[activator]
13	?	111%[activator]	19%
14	47%[activator]	?	1%
15	-17%[8.37 µM]	?	32%[activator]

# Further records
item	Structure	LmPK inhibitor	TbPYK inhibitor	Sm TGR inh
16	COc1ccc(CNc2ccccc2)cc1Br	-3%	-2%	0%
17	C#CCOCCOCCOCCNc1nc(N2CCN(C(=O)[C@H]([C@@H](C)CC)n3cc([C@@H](N)CO)nn3)CC2)nc(N2CCN(C(=O)[C@H](Cc3ccc(O)cc3)n3cc([C@@H](N)C(C)CC)nn3)CC2)n1 (stereo partly specified)	2%	1%	-7%
18	CN(CC1CCCN(CCc2ccc(F)cc2)C1)C(=O)CCC(N)=O (stereo unspecified)	8%	1%	2%
19	O=C(c1ccccc1F)N(Cc1ccc2c(c1)OCO2)Cc1cc2cc3c(cc2n2nnnc12)OCO3	1%	-5%	10%
20	O=C1c2cccc3cccc(c23)C(=O)N1CC1CCN(CC(O)COCc2ccc3c(c2)OCO3)CC1 (stereo unspecified)	-1%	-4%	-4%
21	O=C(Cn1ncc2c(=O)oc3ccccc3c21)N(Cc1ccco1)C1CCCCC1	6%	4%	-24%
22	O=C(NC(=S)N(CCc1ccccc1)CCc1ccccc1)c1ccco1	-2%	-6%	-7%
23	CCCn1c(-c2cccc(F)c2)nc2c1c(=O)[nH]c(=O)n2Cc1ccccc1	4%	2%	5%
24	CCCC(NCC(=O)Nc1cc(S(=O)(=O)N2CCOCC2)ccc1OC)c1ccccc1 (stereo unspecified)	/	2%	-7%
25	CCc1nc2ccccc2nc1N1CCN(S(=O)(=O)c2ccc(Cl)cc2)CC1	2%	-9%	13%
26	CC(=O)Nc1ccc(NC(=O)C/C(C)=N/NC(=O)C(=O)Nc2ccc(C)c(Cl)c2)cc1	-1%	1%	-24%
27	CCOC(=O)C(CCCCCCC(NC(C)=O)(C(=O)OCC)C(=O)OCC)(NC(C)=O)C(=O)OCC	3%	-2%	-5%
28	CN(C)c1nc(OCCNC(=O)COc2ccc(Cl)cc2Cl)nc(N2CCOCC2)n1	3%	-3%	12%
29	CC(C)NC(=O)NC(=O)CN1C(=O)NC(Cc2c[nH]c3ccccc23)C1=O (stereo unspecified)	1%[11.5 µM]	7%	22%
30	Cc1ccc(C(=O)CSc2nnc(CNc3ccc(C)cc3C)o2)cc1	1%	-21%	-13%

item	HCV inhibitor	Pf growth 96h	Pf growth 48h
16	?	?	11%
17	19%	?	?
18	7%	?	?
19	10%	13%	?
20	10µM*	?	9.3µM*
21	-5%	?	3%
22	-3%	?	?
23	4%	-29%	-4%
24	?	12µM*	12µM*
25	-23%	-22%	?
26	-7%	35%[activator]	41%[activator]
27	10%	-25%	2%
28	?	/	-29%
29	10%	-8%	19%
30	?	-2%[5.75 µM]	12%

# (list continues)
item	Structure	LmPK inhibitor	TbPYK inhibitor	Sm TGR inh
31	CN(CCC#N)C(=S)Nc1ccc(F)cc1	0%	0%	8%
32	CCC1CCCCN1CCCNC(=O)Cn1c2ccccc2c2nc(=O)cc(C)n21 (stereo unspecified)	-1%	6%	1%
33	COc1ccc(/C=N/n2cncn2)cc1COc1ccc(NC(C)=O)cc1	-5%	1%	-15%
34	Cc1ccc(CNC(=O)C2CCCN2S(=O)(=O)c2ccc(Cl)cc2)cc1 (stereo unspecified)	-2%	-5%	-6%
35	N#Cc1cc2c(nc1SCC(=O)N1CCCCC1)CCCC2	-12%	-2%	8%
36	COc1ccc(-n2cc(-c3ccccc3)c3c(=S)nc[nH]c32)cc1	1%	1%	-1%
37	CCNC(=S)N1CCC(NC(=O)C2CCCCC2)CC1	-3%	-4%	10%
38	CCC(C)NC(=O)CCNS(=O)(=O)c1ccc(Br)cc1 (stereo unspecified)	-2%	-5%	1%
39	Cc1cc(C)n2nc(SCC(=O)Nc3ccc(O)cc3)nc2n1	-7%	-4%&1%	-1%&9%
40	O=C(CSc1nc2ccccc2c(=O)n1-c1ccc(F)c(Cl)c1)Nc1cccc(S(=O)(=O)N2CCOCC2)c1	0%	-16%	-2%
41	COc1ccc2cc(S(=O)(=O)N3CCCCCC3)ccc2c1	5%	-7%	/
42	Cc1cc2oc(=O)c(CC(=O)NCCCN(C)C)c(C)c2c2occ(C(C)(C)C)c12	-5%	0%	?
43	COc1ccc(C(=O)/C=C/c2ccccc2)c(OC)c1	-9%	-1%	7%
44	Cc1ccc(OCC(=O)NCCNC(=O)c2ccco2)cc1C	2%	-1%	-6%
45	Cc1nn(CC(=O)N2CCN(C34CC5CC(CC(C5)C3)C4)CC2)c(C)c1[N+](=O)[O-]	-2%	0%	-31%

item	HCV inhibitor	Pf growth 96h	Pf growth 48h
31	9%	-24%	16%
32	10%	15%	12%
33	?	1%	13%
34	-18%	-29%	4%
35	-10%	144%[activator]	11%
36	?	?	?
37	14%	?	11%
38	-27%	7.4µM*	-9%
39	6%	?	56%[activator]
40	?	4.1µM*	?
41	-15%	?	?
42	10µM*	1.9µM*	2.6µM*
43	-1%	?	-63%
44	8%	-4%	39%
45	-2%	?	1%

# Record cards, from the list above. Screens in order: LmPK inhibitor	TbPYK inhibitor	Sm TGR inh	HCV inhibitor	Pf growth 96h	Pf growth 48h
# Shown for `COc1ccc(-n2cc(-c3ccccc3)c3c(=S)nc[nH]c32)cc1` : 1%	1%	-1%	?	?	?
# Shown for `COc1ccc(CN(C)C(=O)COC(=O)c2ccc3c(c2)OCO3)cc1OC` : 2%	-2%	2%	5%	-1%	/
# Shown for `S=c1[nH]nc(-c2ccc(Cl)cc2Cl)n1Cc1ccccc1` : ?	-27%	6%	-4%	0%	43%[activator]
# Shown for `CCC(C)NC(=O)CCNS(=O)(=O)c1ccc(Br)cc1` (stereo unspecified) : -2%	-5%	1%	-27%	7.4µM*	-9%

# The results go on:
item	Structure	LmPK inhibitor	TbPYK inhibitor	Sm TGR inh
46	Cc1cccc(OCCCn2c(=O)sc3ccccc32)c1	6%	-3%	23%
47	CCOC(=O)c1cnc(SCC(=O)Nc2cc(C(F)(F)F)ccc2N2CCOCC2)nc1N	0%	-1%	5%
48	O=C(Nc1nccs1)c1ccc(N2C(=O)[C@@H]3[C@H](C2=O)[C@H]2C=C[C@@H]3C2)cc1	1%	-1%	0%
49	CC(=O)c1ccc(NC(=O)C2CCC(C)NC2=O)cc1 (stereo unspecified)	0%	4%	5%
50	CCOC(=O)Cn1cc(C#N)c2ccccc21	3%	1%	-2%
51	CCOC(=O)c1c(C)n(C)c2ccc(OC(=O)c3ccc([N+](=O)[O-])cc3)cc12	3%	1%	-2%
52	Cc1ccc(-n2c(SCC(=O)N3CCOCC3)nc(O)cc2=O)cc1	-1%	-1%	5%
53	CC1(C(=O)NC2CCCCC2)CCC(=O)N1Cc1cccs1 (stereo unspecified)	1%	10%	4%
54	CCCCC(=O)NC(=S)Nc1cccc(Cl)c1N1CCCCC1	4%	0%	-6%
55	COc1ccc(N(CC(=O)Nc2ccc(F)c(F)c2)S(=O)(=O)c2c(C)n[nH]c2C)cc1	-6%	1%	12%
56	COc1ccc(-c2nn(C)c(=O)c3ccccc23)cc1NS(C)(=O)=O	0%	4%	3%
57	CC(C)OC(=O)C1C(=O)CC(C)(O)C(C(=O)OC(C)C)C1c1cccc(O)c1 (stereo unspecified)	-11%	?	3%
58	O=C(CCl)NCCCN(C(=O)C(Cl)Cl)c1ccc([N+](=O)[O-])cc1	6%	6%	28µM*
59	O=C(N/N=C/c1ccc2c(c1)OCO2)c1sc2cccc(Cl)c2c1Cl	-4%	-8%	0%
60	Cc1ccc2c(c1)c(-c1csc(N)n1)c(C)n2C	1%	-7%	0%
61	O=C(COc1cccc(C(F)(F)F)c1)Nc1ccc2[nH]ncc2c1	-2%	-3%	1%
62	Cc1cc(NC(=O)CSc2nnnn2-c2ccccc2F)no1	2%	-18%	-2%
63	CCCCSc1nc(O)c(C2OC(=O)c3c2ccc(OC)c3OC)c(=O)n1C (stereo unspecified)	2%	-2%	-17%

item	HCV inhibitor	Pf growth 96h	Pf growth 48h
46	-11%	108%[activator]	-4%
47	2%&1%	-25%	?
48	8%	?	?
49	13%	25%	-10%
50	17%	53%[activator]	25%
51	7%	-23%	19%
52	27%	?	10%
53	-4%	?	12%
54	-20%	?	?
55	-8%	14%	-10%
56	13%	-20%	-18%
57	3%&13%	4.1µM*	-3%
58	?	7.4µM*	6.6µM*
59	?	38%[activator]	20%
60	?	1%	/
61	-11%	?	-5%
62	-12%	-17%	2%
63	20%	-1%[5.75 µM]	0%

# Structural class, the compounds so far with a CF3 group.
item	Structure	LmPK inhibitor	TbPYK inhibitor	Sm TGR inh
47	CCOC(=O)c1cnc(SCC(=O)Nc2cc(C(F)(F)F)ccc2N2CCOCC2)nc1N	0%	-1%	5%
61	O=C(COc1cccc(C(F)(F)F)c1)Nc1ccc2[nH]ncc2c1	-2%	-3%	1%

item	HCV inhibitor	Pf growth 96h	Pf growth 48h
47	2%&1%	-25%	?
61	-11%	?	-5%
